IDE cell activ – activators of human insulin-degrading enzyme in cells | 340,000 tested, 0.073% active | activation, % at 5.96 µM | AID 493087 | HEK cells, FAbeta-B cleavage, fluorescence polarization; 0% vehicle, 100% cell-free pure enzyme wells;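 active means activation above the mean of all tested compounds plus 3 SD, set per screening campaign, cut at about 17% in these data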
Target sequence (P14735 whole entry, looked up): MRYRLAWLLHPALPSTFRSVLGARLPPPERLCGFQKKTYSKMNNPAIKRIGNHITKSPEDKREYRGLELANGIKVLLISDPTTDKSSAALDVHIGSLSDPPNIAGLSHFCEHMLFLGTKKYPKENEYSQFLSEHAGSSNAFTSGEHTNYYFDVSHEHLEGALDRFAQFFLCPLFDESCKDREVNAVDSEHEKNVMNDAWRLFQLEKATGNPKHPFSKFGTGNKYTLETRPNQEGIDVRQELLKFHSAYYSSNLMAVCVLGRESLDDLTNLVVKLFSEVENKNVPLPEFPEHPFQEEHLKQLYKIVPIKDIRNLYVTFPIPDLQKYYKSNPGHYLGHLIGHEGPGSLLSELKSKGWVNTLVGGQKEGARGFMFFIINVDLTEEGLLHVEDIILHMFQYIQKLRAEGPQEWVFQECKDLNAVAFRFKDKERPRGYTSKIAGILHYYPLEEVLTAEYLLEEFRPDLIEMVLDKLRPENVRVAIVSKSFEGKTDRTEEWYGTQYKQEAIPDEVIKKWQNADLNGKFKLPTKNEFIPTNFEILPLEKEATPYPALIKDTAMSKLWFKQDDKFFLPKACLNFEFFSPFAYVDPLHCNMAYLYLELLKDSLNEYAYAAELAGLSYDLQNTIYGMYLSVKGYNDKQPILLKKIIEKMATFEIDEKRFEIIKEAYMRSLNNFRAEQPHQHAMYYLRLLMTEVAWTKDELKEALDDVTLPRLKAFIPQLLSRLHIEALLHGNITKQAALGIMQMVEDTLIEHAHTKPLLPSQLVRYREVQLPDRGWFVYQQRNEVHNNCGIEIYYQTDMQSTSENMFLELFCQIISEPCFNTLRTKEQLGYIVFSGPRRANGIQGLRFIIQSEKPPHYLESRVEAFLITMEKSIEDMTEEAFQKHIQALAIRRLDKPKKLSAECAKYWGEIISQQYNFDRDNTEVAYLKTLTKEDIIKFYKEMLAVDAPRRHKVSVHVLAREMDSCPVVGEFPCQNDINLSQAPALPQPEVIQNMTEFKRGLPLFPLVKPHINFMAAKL
FID counter – counter-screen for HCV NS3 helicase inhibitors: DNA intercalator displacement; DNA fluorescent intercalator displacement, fluorescence; inhibition, % at 7.9 µM; 290,000 tested, 0.17% active; in the data active means inhibition above about 37%;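 further: 0% = vehicle and 100% = reference compound; higher means more ethidium bromide displaced from hairpin DNA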
HCV NS3 hel inh – inhibitors of Hepatitis C virus NS3 helicase. NS3 helicase DNA unwinding, Cy5 molecular beacon fluorescence. inhibition, % at 10.9 µM. 290,000 tested, 0.56% active. AID 1800;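 active means inhibition above the mean of all tested compounds plus 3 SD, set per campaign, cut at about 35% in these data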;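 further: 0% = DMSO wells and 100% = thioflavine S control wells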
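Assay system: hepatitis C virus NS3 helicase domain fragment enzyme. Also added: annealed dual-labelled DNA beacon duplex, ATP-started. Timing: 1 h reaction at 25 °C, ATP-initiated. Technique: Cy5 fluorescence at 0 and 60 min, beacon hairpin quenching. Evaluation: % inhibition of unwinding. Replication: one well per compound.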
VIM-2 inhibitor – inhibitors of Pseudomonas aeruginosa VIM-2 metallo-beta-lactamase; purified VIM-2, nitrocefin hydrolysis, epi-absorbance fluorescence; inhibition, % at 5.6 µM; 290,000 tested, 0.89% active; AID 1527;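 active means inhibition above the mean of all tested compounds plus 3 SD, cutoff set per screening run, cut at about 7.5% in these data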;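 further: red hydrolysis product quenches plate fluorescence so inhibitors raise well fluorescence; 0% = enzyme with DMSO and 100% = DMSO without enzyme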
pCIP destab – lowers stability of the mouse p/CIP coactivator protein | F442A p/CIP-EGFP cells, EGFP fluorescence, 16 h | decrease of EGFP signal, % at 10 µM | 290,000 tested, 0.01% active | AID 1984;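 active means EGFP signal decrease of at least 30% at 10 µM or well 3 SD below plate mean, unless failing retest; inactive means the rest, including hits failing retest or dose response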; further: some compounds called inactive have numbers as strong as hits; many of its hits are not listed in these tables
IMP-1 inhibitor – blocks Pseudomonas aeruginosa IMP-1 metallo-beta-lactamase; purified IMP-1, nitrocefin hydrolysis, epi-absorbance fluorescence; inhibition, % at 5.6 µM; 290,000 tested, 0.45% active;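 active means inhibition above the mean plus 3 SD of all compounds in the same screening run, cut at about 4.5% in these data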;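 further: 0% = IMP-1 with DMSO and 100% = DMSO wells lacking enzyme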
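Material – recombinant IMP-1 enzyme, purified · Amount – IMP-1 0.2 nM before substrate addition · Medium – HEPES buffer pH 7.1 with ZnSO4 and Brij 35 · Timing – 25 °C, 15 min preincubation, 25 min reaction · Measured by – plate fluorescence quenching by hydrolysis product, ex 480/em 530 nm · Read-out – percent enzyme inhibition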
M18AAP inhibitor – PfM18AAP enzyme inhibition | inhibition, % at 7.35 µM | 290,000 tested, 1.2% active | recombinant PfM18AAP, H-Glu-NHMec fluorogenic cleavage;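 active means inhibition above the campaign mean inhibition over all tested compounds plus 3 SD, cut at about 28% in these data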;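 further: 0% = plate median of test compound wells and 100% = 2 mM ZnCl2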
IDE inh – inhibits human insulin-degrading enzyme in HEK cells. AID 434962. inhibition, % at 5.59 µM. 320,000 tested, 0.41% active. FAbetaB cleavage, fluorescence polarization;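 active means percent inhibition above the average of all tested compounds plus 3 SD, set per screening campaign, cut at about 16% in these data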;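 further: IDE supplied by intact live HEK cells; FP after avidin binding of uncleaved biotin substrate so inhibition keeps polarization high; 0% = DMSO wells and 100% = 60 µM reference IDE inhibitor Ii1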
SUMO HTRF inh – blocks human SUMOylation mediated by UBC9 | 290,000 tested, 0.36% active | HTRF SUMOylation assay, SAE1/SAE2 + UBC9, in vitro | P63279 | inhibition, % at 35 µM; in the data active means inhibition above about 50%, passing the limit was not always enough; further: strong numbers were not always called active
* marks the source's active call; other numbers are inactive results.

Results for N#CC1=C(SCc2ccccc2)NC(=O)CC1c1ccccc1 (stereo unspecified) ?
IDE cell activ: 4; FID counter: -2; HCV NS3 hel inh: -10; VIM-2 inhibitor: -3.5; pCIP destab: 14; IMP-1 inhibitor: -1.2; M18AAP inhibitor: 2; IDE inh: 4; SUMO HTRF inh: -6

Results for COc1ccc(CCNC(=O)CSc2nnc(CNC(=O)c3ccco3)o2)cc1OC ?
IDE cell activ: -1; FID counter: -5; HCV NS3 hel inh: -1; VIM-2 inhibitor: -2.0; pCIP destab: 6; IMP-1 inhibitor: -3.9; M18AAP inhibitor: -1; IDE inh: 6; SUMO HTRF inh: 4

What do the screens show for `CCOC(=O)c1oc2c(C)c(O)ccc2c(=O)c1-c1nncn1-c1ccccc1`?
IDE cell activ: 6; FID counter: -15; HCV NS3 hel inh: 2; VIM-2 inhibitor: -0.3; pCIP destab: -2; IMP-1 inhibitor: -1.9; M18AAP inhibitor: -6; IDE inh: 2; SUMO HTRF inh: -1

What do the screens show for `C#Cc1ccc([C@@H]2C=C(C(=O)N3CCOCC3)O[C@H](OCCCCO)C2)cc1`?
IDE cell activ: -4; FID counter: -14; HCV NS3 hel inh: 12; VIM-2 inhibitor: 0.4; pCIP destab: -12; IMP-1 inhibitor: -0.4; M18AAP inhibitor: -4; IDE inh: 3; SUMO HTRF inh: 15

How did CCN(CC)c1ccc(/C=N/Nc2nn[nH]n2)cc1 do in these assays?
IDE cell activ: 6; FID counter: -4; HCV NS3 hel inh: 11; VIM-2 inhibitor: -4.3; pCIP destab: -9; IMP-1 inhibitor: -4.7; M18AAP inhibitor: 3; IDE inh: 7; SUMO HTRF inh: -9

Results for O=C(Nc1ccc(Cl)c(Cl)c1)OCc1cncs1 ?
IDE cell activ: 2; FID counter: -3; HCV NS3 hel inh: -9; VIM-2 inhibitor: -2.5; pCIP destab: 3; IMP-1 inhibitor: 2.2; M18AAP inhibitor: 1; IDE inh: -3; SUMO HTRF inh: 14

What do the screens show for `CCN(CC)c1ccc(S(=O)(=O)N(CC)CC)cc1NC(=O)C1CCCC1`?
IDE cell activ: 0; FID counter: -29; HCV NS3 hel inh: -7; VIM-2 inhibitor: -3.9; pCIP destab: -8; IMP-1 inhibitor: -1.8; M18AAP inhibitor: 3; IDE inh: 1; SUMO HTRF inh: 11

Results for O=C(CCn1cncn1)N1CCN(S(=O)(=O)c2ccc(Cl)cc2)CC1 ?
IDE cell activ: 6; FID counter: -8; HCV NS3 hel inh: 0; VIM-2 inhibitor: -0.5; pCIP destab: -4; IMP-1 inhibitor: -2.3; M18AAP inhibitor: 3; IDE inh: 2; SUMO HTRF inh: -8

Results for Cc1cc(C)cc(NC(=O)C2CCN(S(C)(=O)=O)CC2)c1 ?
IDE cell activ: 5; FID counter: -6; HCV NS3 hel inh: -12; VIM-2 inhibitor: 0.9; pCIP destab: -10; IMP-1 inhibitor: -1.0; M18AAP inhibitor: 0; IDE inh: 2; SUMO HTRF inh: 5

How did CCn1c(COc2cccc(C)c2C)nnc1SCC(=O)Nc1cc(C)on1 do in these assays?
FID counter: 0; HCV NS3 hel inh: -1; VIM-2 inhibitor: -1.2; pCIP destab: -20; IMP-1 inhibitor: -1.2; M18AAP inhibitor: -8; IDE inh: 2; SUMO HTRF inh: -9

How did CN(Cc1ccc(F)cc1)C(=O)CNC(=O)C1CCCCC1 do in these assays?
IDE cell activ: -2; FID counter: -12; HCV NS3 hel inh: 0; VIM-2 inhibitor: -2.7; pCIP destab: -13; IMP-1 inhibitor: 0.2; M18AAP inhibitor: -14; IDE inh: 0; SUMO HTRF inh: 16

How did Cn1cc(C(=O)N/N=C/C2=C(N3CCOCC3)C(=C\c3ccccc3)/CC2)ccc1=O do in these assays?
IDE cell activ: -7; FID counter: -14; HCV NS3 hel inh: 21; VIM-2 inhibitor: -1.9; pCIP destab: -8; IMP-1 inhibitor: -1.6; M18AAP inhibitor: 13; IDE inh: 5; SUMO HTRF inh: 6

Results for O=C(CNCCC1=CCCCC1)Nc1ccc(N2CCCCCC2)cc1 ?
IDE cell activ: 5; FID counter: 23; HCV NS3 hel inh: -42; VIM-2 inhibitor: -3.0; pCIP destab: 2; IMP-1 inhibitor: -1.7; M18AAP inhibitor: 3; IDE inh: 0; SUMO HTRF inh: 20

How did CCOC(=O)N1CCC2(CC1)NCCc1c2[nH]c2ccccc12 do in these assays?
IDE cell activ: 8; FID counter: 3; HCV NS3 hel inh: 26; VIM-2 inhibitor: -1.4; pCIP destab: -6; IMP-1 inhibitor: -0.8; M18AAP inhibitor: 9; IDE inh: 5; SUMO HTRF inh: 33

How did COC(=O)c1ccccc1NC(=O)CN1CCN(C23CC4CC(CC(C4)C2)C3)CC1 do in these assays?
IDE cell activ: 10; FID counter: 28; HCV NS3 hel inh: -21; VIM-2 inhibitor: 3.0; pCIP destab: -8; IMP-1 inhibitor: 0.1; M18AAP inhibitor: -14; IDE inh: -1; SUMO HTRF inh: 6

Results for COCCCNC(=O)c1nc2c(nnn2Cc2cc(C)ccc2C)c(=O)[nH]1 ?
IDE cell activ: 2; FID counter: -36; HCV NS3 hel inh: 1; VIM-2 inhibitor: -5.5; pCIP destab: 1; IMP-1 inhibitor: -0.5; M18AAP inhibitor: -7; IDE inh: -4; SUMO HTRF inh: -23

Results for CC(Nc1nc(N2CCCCC2)nc2ccccc12)c1ccccc1 (stereo unspecified) ?
IDE cell activ: 3; FID counter: 15; HCV NS3 hel inh: -39; VIM-2 inhibitor: -1.7; pCIP destab: -14; IMP-1 inhibitor: -2.3; M18AAP inhibitor: 7; IDE inh: 4; SUMO HTRF inh: 16

Results for COc1ccccc1NC(=O)c1ccccc1NC(=O)c1cccs1 ?
IDE cell activ: -5; FID counter: -15; HCV NS3 hel inh: -12; VIM-2 inhibitor: -1.1; pCIP destab: -7; IMP-1 inhibitor: -2.8; M18AAP inhibitor: 3; IDE inh: -1; SUMO HTRF inh: 11

What do the screens show for `CSc1ccccc1C(=O)NCc1ccc(F)cc1`?
IDE cell activ: 2; FID counter: -4; HCV NS3 hel inh: -1; VIM-2 inhibitor: -2.0; pCIP destab: -3; IMP-1 inhibitor: -0.7; M18AAP inhibitor: -1; IDE inh: -1; SUMO HTRF inh: 15

What do the screens show for `CCc1cc(C(c2ccccc2OC)N2CCOCC2)c(NC(=O)c2ccccc2)s1` (stereo unspecified)?
IDE cell activ: 3; FID counter: -5; HCV NS3 hel inh: -11; VIM-2 inhibitor: -1.9; pCIP destab: 5; IMP-1 inhibitor: -2.1; M18AAP inhibitor: 3; IDE inh: 3; SUMO HTRF inh: -6

Results for CC(C)c1nc(N2CCOCC2)c(C#N)c2c1CCCC2 ?
IDE cell activ: 3; FID counter: -6; HCV NS3 hel inh: -2; VIM-2 inhibitor: -3.7; pCIP destab: -30; IMP-1 inhibitor: -1.1; M18AAP inhibitor: -6; IDE inh: 4; SUMO HTRF inh: 4

Results for Cc1ccc(-n2c(=S)sc3c(=O)n(-c4ccccc4F)c(SCC(=O)O)nc32)cc1C ?
IDE cell activ: 5; FID counter: -5; HCV NS3 hel inh: -4; VIM-2 inhibitor: -1.0; pCIP destab: -2; IMP-1 inhibitor: -2.5; M18AAP inhibitor: 6; IDE inh: 2; SUMO HTRF inh: 7

How did O=C(CN1C(=O)/C(=C/c2cccc(Cl)c2)SC1=S)NC1C=CS(=O)(=O)C1 (stereo unspecified) do in these assays?
IDE cell activ: 1; FID counter: -11; HCV NS3 hel inh: 10; VIM-2 inhibitor: -1.7; pCIP destab: 4; IMP-1 inhibitor: 4.4; M18AAP inhibitor: 30*; IDE inh: 4; SUMO HTRF inh: 16

How did CC/C(=N\NC(=O)c1ccoc1C)c1ccc(C)o1 do in these assays?
IDE cell activ: 4; FID counter: -5; HCV NS3 hel inh: 7; VIM-2 inhibitor: -3.7; pCIP destab: -11; IMP-1 inhibitor: -2.4; M18AAP inhibitor: -17; IDE inh: -16; SUMO HTRF inh: 16

How did O=C(Nc1ccccc1)N1CCC(C(=O)N2CCN(c3ccccc3F)CC2)CC1 do in these assays?
IDE cell activ: -1; FID counter: -19; HCV NS3 hel inh: 1; VIM-2 inhibitor: -5.0; pCIP destab: -27; IMP-1 inhibitor: -6.7; M18AAP inhibitor: -3; IDE inh: -1; SUMO HTRF inh: 11

Results for CCOC(=O)c1ccc(NC(=O)CC2NCCNC2=O)cc1 (stereo unspecified) ?
IDE cell activ: 0; FID counter: -4; HCV NS3 hel inh: -5; VIM-2 inhibitor: -1.3; pCIP destab: 2; IMP-1 inhibitor: -2.1; M18AAP inhibitor: -3; IDE inh: 2; SUMO HTRF inh: 14

What do the screens show for `Cc1cc(C)cc(NC(=O)Nc2ccc3ccccc3n2)c1`?
IDE cell activ: 6; FID counter: -6; HCV NS3 hel inh: 0; VIM-2 inhibitor: -2.9; pCIP destab: -3; IMP-1 inhibitor: -3.7; M18AAP inhibitor: 1; IDE inh: 5; SUMO HTRF inh: 15

What do the screens show for `CN1C(=O)C(O)(CC(=O)c2ccc3c(c2)OCO3)c2ccccc21` (stereo unspecified)?
IDE cell activ: 4; FID counter: 4; HCV NS3 hel inh: 5; VIM-2 inhibitor: -2.0; pCIP destab: -4; IMP-1 inhibitor: -2.1; M18AAP inhibitor: 4; IDE inh: 0; SUMO HTRF inh: 4

Results for CCCCOc1ccccc1C1NC(=O)NC(C)=C1C(=O)OCc1ccco1 (stereo unspecified) ?
IDE cell activ: -1; FID counter: -34; HCV NS3 hel inh: -3; VIM-2 inhibitor: -1.9; pCIP destab: -13; IMP-1 inhibitor: -2.2; M18AAP inhibitor: -10; IDE inh: -1; SUMO HTRF inh: -4

Results for COc1cc(OC)c(NC(C)C(=O)N2CCCC2)cc1Cl (stereo unspecified) ?
IDE cell activ: 8; FID counter: -6; HCV NS3 hel inh: -5; VIM-2 inhibitor: 1.3; pCIP destab: 1; IMP-1 inhibitor: -0.4; M18AAP inhibitor: -1; IDE inh: -1; SUMO HTRF inh: 11

What do the screens show for `CCOc1ccc(S(=O)(=O)N2CCN(Cc3ccccc3)CC2)cc1`?
IDE cell activ: -2; FID counter: -16; HCV NS3 hel inh: -6; VIM-2 inhibitor: -0.7; pCIP destab: 4; IMP-1 inhibitor: -1.2; M18AAP inhibitor: -3; IDE inh: 1; SUMO HTRF inh: -2

Results for O=C(NCCCN1CCOCC1)c1cc2ccccc2oc1=O ?
IDE cell activ: 4; FID counter: 8; HCV NS3 hel inh: 0; VIM-2 inhibitor: -3.0; pCIP destab: -1; IMP-1 inhibitor: -1.3; M18AAP inhibitor: 1; IDE inh: -7; SUMO HTRF inh: 23

What do the screens show for `CC(C)(NO)/C(=N/O)c1ccc(Br)cc1`?
IDE cell activ: 1; FID counter: -3; HCV NS3 hel inh: -1; VIM-2 inhibitor: -1.0; pCIP destab: -5; IMP-1 inhibitor: -4.5; M18AAP inhibitor: 17; IDE inh: 6; SUMO HTRF inh: -9
